Source: PubChem
OX1R antag-1: antagonists of human orexin 1 receptor (OX1R) | OX1R-expressing cells, FRET antagonist read-out | AID 485270, 2010 | inhibition, % at 6.6 µM | 330,000 compounds, 1.8% hits; in the data active = inhibition mostly above about 38%, no sharp cut-off; inactive = mostly below about 40%;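 note: 0% = agonist challenge alone and 100% = reference antagonist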
Target sequence (O43613 whole entry, looked up): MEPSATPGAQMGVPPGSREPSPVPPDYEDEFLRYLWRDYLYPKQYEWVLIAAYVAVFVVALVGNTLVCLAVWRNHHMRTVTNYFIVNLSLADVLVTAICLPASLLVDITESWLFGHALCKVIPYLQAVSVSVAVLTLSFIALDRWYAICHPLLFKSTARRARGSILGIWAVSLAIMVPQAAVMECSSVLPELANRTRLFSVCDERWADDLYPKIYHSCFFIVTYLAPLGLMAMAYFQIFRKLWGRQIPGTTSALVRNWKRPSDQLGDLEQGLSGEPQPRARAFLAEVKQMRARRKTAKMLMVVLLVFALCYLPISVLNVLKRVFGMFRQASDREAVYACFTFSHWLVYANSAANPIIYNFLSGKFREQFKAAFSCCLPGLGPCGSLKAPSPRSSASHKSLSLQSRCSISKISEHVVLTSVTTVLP
STK33 kinase inh: inhibitors of purified STK33 kinase, primary screen, biochemical, ADP-Glo luminescence, homogeneous, cell-free; Serine/threonine-protein kinase 33 (Homo sapiens), Q9BYT3; MBP phosphorylation; inhibition, % at 10 µM; 320,000 compounds, 0.073% hits; AID 2661, 2010;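 active = inhibition at or above 25%, using the most active replicate where run in duplicate; inactive = inhibition below 25%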
Target sequence (Q9BYT3 whole entry, looked up): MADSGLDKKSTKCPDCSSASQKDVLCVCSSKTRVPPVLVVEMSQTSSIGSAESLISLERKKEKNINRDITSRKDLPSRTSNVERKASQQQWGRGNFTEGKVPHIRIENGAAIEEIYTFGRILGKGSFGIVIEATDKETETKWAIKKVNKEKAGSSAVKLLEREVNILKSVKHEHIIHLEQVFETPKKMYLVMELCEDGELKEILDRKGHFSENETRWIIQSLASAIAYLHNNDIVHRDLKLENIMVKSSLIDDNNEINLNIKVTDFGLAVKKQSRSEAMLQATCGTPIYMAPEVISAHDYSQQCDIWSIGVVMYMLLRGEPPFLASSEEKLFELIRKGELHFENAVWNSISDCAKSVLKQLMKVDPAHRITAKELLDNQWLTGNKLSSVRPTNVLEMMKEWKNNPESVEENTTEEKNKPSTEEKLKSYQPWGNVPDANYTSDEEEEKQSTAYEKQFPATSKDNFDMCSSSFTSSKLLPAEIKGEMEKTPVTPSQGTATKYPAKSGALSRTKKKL
OX1R antag-2: OX1R (HCRTR1) antagonists, primary screen, fluorescence, CHO/OX1R cells, Fluo-8 calcium, orexin A. Orexin/Hypocretin receptor type 1 (Homo sapiens), O43613. 330,000 compounds, 0.43% hits. AID 434989, 2010. inhibition, % at 5 µM. Fluo-8 calcium fluorescence;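 active = inhibition above its plate's threshold, mean inhibition of all tested compounds on the plate plus 3 SD, cut at about 37% in these data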;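 note: 0% = orexin A challenge wells and 100% = SB-334867-A antagonist wells; not every result past the cut was called active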
The depositor's hits bear a star; · = no result given.

SMILES | OX1R antag-1 | STK33 kinase inh | OX1R antag-2
CCS(=O)(=O)Nc1ccc(C(=O)c2ccccc2)cc1 | 4 | -2.1 | -11
Brc1ccc(-c2nc(-c3ccncc3)no2)cc1 | -2 | -2.4 | 0
O=C(NCc1ccncc1)c1ccc(Cn2cc(C(F)(F)F)ccc2=O)cc1 | 6 | -0.8 | -8
O=C(CSc1nnc2c(n1)[nH]c1ccc(S(=O)(=O)N3CCOCC3)cc12)Nc1ccccc1Cl | 9 | -1.2 | -8
COc1ccccc1C(=O)COC(=O)Cn1c(C)csc1=O | 14 | 0.3 | -11
Cc1cccc(C)c1NC(=O)c1sc(Cl)nc1C | 5 | -0.4 | 3
CC(C)(C)NC(=O)CN(Cc1ccc2c(c1)OCO2)C(=O)CCC(=O)Nc1nccs1 | 18 | 2.6 | -20
CN(CC(=O)Nc1ccccc1-c1ccccc1)Cc1ccccc1Cl | 23 | -0.8 | -28
COc1ccc(-c2nn(-c3ccccc3)cc2/C=C2/SC(=S)N(CCC(=O)O)C2=O)cc1 | -5 | -1.9 | -12
Cc1noc(NC(=O)c2ccccc2Cl)c1C#N | 13 | -0.4 | -8
COc1ccc(OC)c(NC(=O)COC(=O)C2CCCCC2)c1 | 9 | -0.4 | -8
COc1ccc(C(=O)N(Cc2ccccc2)c2ccc(C)cc2)cc1S(=O)(=O)N1CCOCC1 | 12 | -0.1 | -27
CS(=O)(=O)N1CCC(C(=O)Nc2ccc(Cl)c(C(F)(F)F)c2)CC1 | 14 | 2.1 | -11
COc1ccc2[nH]c(-c3cccc(F)c3)cc(=O)c2c1 | 5 | -0.6 | -25
Cc1nc2nc(NC(=O)c3ccco3)[nH]n2c(=O)c1C | 1 | -1.6 | -11
O=c1c(-c2ccccc2)nc(-c2ccccc2)cn1O | 7 | -3.7 | -10
O=C(CCN1CCN(c2ccc(Cl)cc2)CC1)Nc1ccccc1F | 13 | -1.2 | -38
CC(C)(C)NC[C@H](O)COc1cccc2c1CCCC2=O | 7 | 0.1 | -2
CCn1cc(C(=O)OCC(=O)OC2CC(C)CCC2C(C)C)c(=O)c2ccc(C)nc21 (stereo not drawn) | 17 | 0.4 | -23
COc1ccc(C(=O)c2cc([N+](=O)[O-])ccc2N2CCN(C)CC2)cc1 | 23 | -2.4 | -2
COC(=O)c1ccc(/C=C2/C(=O)Oc3ccccc32)cc1 | 6 | 0.5 | -21
Cc1ccc(NS(=O)(=O)c2cccc(C(=O)O)c2)c(C)c1 | 8 | -1.3 | -4
Cc1ccc(S(=O)(=O)N(C)C)cc1NC(=S)NCCCn1ccnc1 | 12 | 0.3 | -3
CC(=O)c1ccc(N2CCN(C(=O)c3cc(C)on3)CC2)cc1 | 9 | -0.8 | -7
Cc1c(-c2cc(C(=O)O)no2)cnn1C | 9 | -1.8 | -5
O=C(N/N=C/c1ccc(O)c2ncccc12)c1cccc(Br)c1 | 8 | -3.5 | 8
CC1=C(C(=O)OCc2ccccc2)C(c2ccccc2)NC(=O)N1 (stereo not drawn) | 1 | -1.0 | -6
Cc1cc(N2CCN(c3ccccc3)CC2)n2c(n1)nc1ccccc12 | -1 | 1.1 | -34
NC(=O)CC(NC(=O)Cc1cccc2ccccc12)c1ccc(N2CCN(c3ccc(F)cc3)CC2)c([N+](=O)[O-])c1 (stereo not drawn) | 9 | -1.9 | -18
O=C(CCN1C(=O)c2ccccc2S1(=O)=O)N1CCN(c2cccc(Cl)c2)CC1 | 3 | -0.5 | -16
O=C(NCc1cccs1)c1cc(-c2ccncc2)nc2ccc(Br)cc12 | 7 | 0.3 | -19
CCOC(=O)Cc1cn2c(=O)cc(CSCC(=O)Nc3ccc(C)c(C)c3)nc2s1 | 12 | -3.2 | -14
Nn1c(SCC(=O)Nc2ccccc2F)nnc1-c1cccs1 | 14 | -1.3 | -14
COc1ccc(N2CCN(C(=O)CSc3ncn[nH]3)CC2)cc1 | 23 | -1.0 | 1
COCc1nnc(NC(=O)CS(=O)(=O)c2ccc(C)cc2)s1 | 13 | -1.1 | -8
Cc1ccccc1C(=O)NC(CC(C)C)C(=O)Nc1ccc(F)c([N+](=O)[O-])c1 (stereo not drawn) | 42 | -0.5 | -40
S=C(c1ccc(-c2cccc(Cl)c2)o1)N1CCCCC1 | 17 | -0.3 | -4
Cc1cccc(-n2nnc(C(=O)NCc3ccc4c(c3)OCO4)c2N)c1 | 9 | 0.2 | -23
COc1ccccc1NC(=O)C(O)C(O)C(=O)Nc1ccccc1OC (stereo not drawn) | 16 | 2.2 | -8
Cc1cc(NC(=O)Cn2nc(C(F)(F)F)c3c2CCCC3)no1 | 8 | 0.7 | -13
O=C(CSc1ccc(-c2ccc(F)cc2)nn1)N1CCCCC1 | 8 | 2.0 | -19
CCc1nn2c(NCCOC)cc(C)nc2c1-c1ccc(F)cc1 | 25 | -1.7 | -25
COc1ccccc1OCCNC(=O)CNC(=O)c1ccc(Cl)c(Cl)c1 | 13 | -1.8 | -17
CCC/C=N/NC(=O)c1cc(Br)ccc1O | 48 | 1.1 | 2
O=C1c2ccccc2S(=O)(=O)c2cc(C(=O)N3CCN(c4ccc(Cl)cn4)CC3)ccc21 | 23 | -6.5 | -19
Cc1cc2ccccc2c(=O)n1CC(=O)NCC(=O)N1CCN(c2ccccc2F)CC1 | 17 | 1.3 | -20
COc1cc(C(=O)NCc2nnc(SCC(=O)Nc3cccc(C(F)(F)F)c3)o2)cc(OC)c1OC | 13 | -0.4 | -18
O=C(CCNS(=O)(=O)c1cccs1)NCc1ccco1 | 16 | -1.3 | -10
c1ccc(-c2noc(-c3ccc4ccccc4c3)n2)cc1 | 1 | 0.7 | 5
O=C(NCc1ccccn1)C(=O)Nc1cc2c3c(c1)CC(=O)N3CCC2 | 21 | -0.9 | -18

Next section.
SMILES | OX1R antag-1 | STK33 kinase inh | OX1R antag-2
Cc1ccccc1NC(=O)C(=O)NCCCN1CCOCC1 | 17 | -0.1 | -19
COc1cc2c(cc1OC)CN(CC(=O)Nc1ccc(F)cc1)CC2 | -1 | -1.0 | -9
CCOc1ccc(S(=O)(=O)N(CC)CC(=O)NCc2cccnc2)cc1C | 18 | -0.1 | -36
CCn1ccnc1CN1CCc2c([nH]c3ccccc23)C1CC(C)C (stereo not drawn) | 19 | -2.1 | 1
O=C(NCCc1ccccc1)C1CCN(S(=O)(=O)c2cccnc2)CC1 | 12 | -1.5 | -10
COCC1CCCN(Cc2cn(-c3ccccc3F)nc2-c2cc(C)sc2C)C1 (stereo not drawn) | 1 | -0.4 | -24
CCOc1ncccc1C(=O)NNC(=O)CSc1ccc(Cl)cc1 | 5 | -0.4 | -9
COc1cc(C(=O)NS(=O)(=O)c2ccccc2C)ccc1Cc1cn(C)c2ccc(NC(=O)OC3CCCC3)cc12 | 13 | -1.0 | -6
O=C(CCCCN1CCCCC1)c1ccccc1 | 14 | -1.0 | -9
CCNc1nc(Cl)nc(-c2cn(-c3ccccc3)c3ccccc23)n1 | -13 | -1.3 | -7

Compound profiles, from the list above.
Cc1ccccc1NC(=O)C(=O)NCCCN1CCOCC1 in the list: OX1R antag-1 = 17; STK33 kinase inh = -0.1; OX1R antag-2 = -19
O=C(NCCc1ccccc1)C1CCN(S(=O)(=O)c2cccnc2)CC1 in the list: OX1R antag-1 = 12; STK33 kinase inh = -1.5; OX1R antag-2 = -10

Continued.
SMILES | OX1R antag-1 | STK33 kinase inh | OX1R antag-2
O=C(N/N=C/c1ccc(OC(=O)c2ccccc2Cl)cc1)c1ccc(O)cc1 | 22 | 0.2 | 19
CCC(=O)c1c[nH]c(C(=O)NCc2ccco2)c1 | 15 | -0.7 | 3
Cc1c(C(=O)N2CCCC2)oc2c1-c1[nH]ncc1CC2 | 4 | 2.2 | -4
CCCc1ncc(C(O)c2ccc(OC)cc2)n1C (stereo not drawn) | 12 | -0.1 | -1
O=C(CN1CCCCC1)NNc1nc(-c2ccccc2)c2cc(Cl)ccc2n1 | 14 | 0.6 | -24
Cc1cc(/C=N/Nc2nc(N)ncc2[N+](=O)[O-])c(C)n1-c1cccc(C(F)(F)F)c1 | 23 | -1.9 | -31
O=C(Nc1ccccc1C(=O)O)c1cccc(NC(=O)c2ccccc2Br)c1 | 5 | 5.8 | -5
CC1CCN(CCNC(=S)Nc2ccc(Cl)cc2)CC1 | 7 | -0.7 | -26
COCC(=O)NC1CCN(C(=O)NCc2ccccc2)CC1 | 10 | 0.9 | 2
CSc1ncc(Cl)c(C(=O)Nc2c(C)cccc2C)n1 | 4 | -1.0 | -4
CCC(=O)N1CCc2cc(S(=O)(=O)NCCC(=O)Nc3ccccc3C)ccc21 | 23 | -1.2 | -21
C=C(C)c1cccc(C(C)(C)NC(=O)Nc2ccc(OC)cc2)c1 | 18 | -0.2 | -11
N#Cc1cnc2cc(-c3ccccc3)nn2c1N | 7 | -0.8 | -9
CCOC(=O)c1cc(-c2ccc(C#N)cc2)nc2c1c(C)nn2CCC#N | 6 | 2.1 | -10
COc1ccc(CCCC(=O)Nc2ccc(F)cc2)cc1 | 23 | -0.1 | -9
CCc1cc2c(=O)n(Cc3ccco3)c(SCC(=O)NC3CCS(=O)(=O)C3)nc2s1 (stereo not drawn) | 12 | -0.5 | -30
CCOC(=O)c1nc2c(ccc3ccccc32)cc1C | 22 | -0.2 | -7
Cc1ccc(OCC(=O)Nc2cc(C(=O)O)cc(C(=O)O)c2)cc1C | 25 | -0.7 | -5
O=C(Nc1ccc2nc(C3CC3)n(Cc3ccccc3)c(=O)c2c1)C1CC1 | 13 | -1.3 | -25
Cc1ccc(-n2ccnc(SCC(=O)NC3CCCCC3)c2=O)cc1F | 10 | · | -1
Cc1cc(C)cc(N(CC(=O)Nc2cc(C)ccc2C)S(=O)(=O)c2c(C)[nH]c(=O)[nH]c2=O)c1 | 16 | · | -11
Cc1cccc(NS(=O)(=O)c2cccc(C(=O)N3CCCC3)c2)c1 | 13 | -0.9 | 4
COc1ccc(CNC(=O)c2cc(-c3cccs3)on2)cc1 | 13 | · | -12
Cc1ccc(CS(=O)(=O)c2cn(CC(=O)Nc3ccon3)c3ccccc23)cc1 | 8 | -2.7 | -9
CN(C)CCN(C(=O)C1=COCCO1)c1nc2ccc(Cl)cc2s1 | 8 | 7.8 | -5
COc1ccccc1NC(=O)Nc1ccc(F)c(F)c1 | 17 | -0.3 | -23
CC(C)=CC(=O)Nc1nnc(-c2ccccc2C)s1 | 15 | 0.7 | -6
N#Cc1ccc(CSc2nnc(NC(=O)c3ccc4ncsc4c3)s2)cc1 | 13 | 0.1 | -12
CCN(CC)S(=O)(=O)c1ccc(NC(=O)Nc2cccc(C(F)(F)F)c2)cc1 | 12 | -0.3 | 6
CC(C)COc1ccc(CSCCNC(=S)Nc2ccccc2)cc1 | 50 | 0.1 | 36

Among those listed so far, two have a tert-butyl group:
SMILES | OX1R antag-1 | STK33 kinase inh | OX1R antag-2
CC(C)(C)NC(=O)CN(Cc1ccc2c(c1)OCO2)C(=O)CCC(=O)Nc1nccs1 | 18 | 2.6 | -20
CC(C)(C)NC[C@H](O)COc1cccc2c1CCCC2=O | 7 | 0.1 | -2

New compounds follow:
SMILES | OX1R antag-1 | STK33 kinase inh | OX1R antag-2
O=[N+]([O-])c1c(NCc2ccccc2)cc(N2CCc3ccccc3C2)c2nonc12 | 1 | -2.5 | -17
O=C(NC(=S)N1CCOCC1)c1cn(-c2ccccc2)nc1-c1ccc(F)cc1 | 1 | · | 8
O=C(c1cccs1)C1C(c2ccc(Br)cc2)NC(=S)NC1(O)C(F)(F)F (stereo not drawn) | 2 | -0.5 | -24
CC(C)CNC(=O)c1cccc(NC(=O)COc2cccc([N+](=O)[O-])c2)c1 | 18 | · | -23
CCOC(=O)c1sc2nc(C)c3c(c2c1N)CC(C)(C)OC3 | 29 | 0.1 | -27
CC(C)(C#CCN1CCCC1)OCCC#N | 10 | 0.1 | -4
O=c1[nH]c(C2CCN(S(=O)(=O)/C=C/c3ccccc3)CC2)nc2c1nnn2Cc1ccc(F)cc1 | 3 | -0.8 | -42
CC(=O)NC1=NN(C(C)=O)C(C)(c2ccco2)S1 (stereo not drawn) | 17 | 6.7 | -7
O=C(NC1CCSC1)c1cccc(Cl)c1 (stereo not drawn) | 7 | 0.1 | 0
O=C(Nc1ccccc1C(=O)NCCc1ccccc1)c1cnccn1 | 13 | -0.3 | -19
O=C(NCc1ccccc1)c1ccc(CN(c2ccccn2)S(=O)(=O)c2ccccc2)cc1 | 11 | 1.0 | -21
Cc1cccc(OCCOC(=O)Nc2ccccc2)c1 | 35 | -0.3 | -4
CN(CC(=O)Nc1ccccc1Cl)C(=O)Cn1cc(C(F)(F)F)cc(Cl)c1=O | 8 | -1.3 | -11
COc1cccc2c(SCC(=O)N/N=C/c3ccc(O)c(O)c3)cc(C)nc12 | 17 | 1.0 | -14
CCOC(=O)C1(CCOC)CCN(C(C)CCc2ccc(OC)cc2)CC1 (stereo not drawn) | 12 | -0.5 | -6
CCCN(CCC)CCCNC(=O)Cn1cnc2sc(C)c(S(=O)(=O)N3CCC(C)CC3)c2c1=O | 8 | 0.2 | -18

Sorted by molar mass (falling): part of the list above.
SMILES | OX1R antag-1 | STK33 kinase inh | OX1R antag-2
O=C(NCc1ccccc1)c1ccc(CN(c2ccccn2)S(=O)(=O)c2ccccc2)cc1 | 11 | 1.0 | -21
CN(CC(=O)Nc1ccccc1Cl)C(=O)Cn1cc(C(F)(F)F)cc(Cl)c1=O | 8 | -1.3 | -11
O=C(Nc1ccccc1C(=O)NCCc1ccccc1)c1cnccn1 | 13 | -0.3 | -19
Cc1cccc(OCCOC(=O)Nc2ccccc2)c1 | 35 | -0.3 | -4
